Screening data from PubChem BioAssay.
KB-3-1 tox – qHTS assay for MDR1-selective chemotherapeutics: Primary screen using the parental adenocarcinoma cell KB-3-1; KB-3-1 viability, CellTiter-Glo ATP luminescence, 72 h; Potency, µM (titrated, usually from 46.1 µM), inactives show at the top dose activity change, negative = cytotoxic, usual class: cytotoxic; 400,000 compounds, 1.4% hits; AID 1347075, 2019; note: potency is the fitted concentration of half-maximal effect; % is set by controls: 0 for no effect and ±100 for the full control effect; nearly all actives have a fitted effect of over 60% in size
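72 h, 37 °C compound treatment of KB-3-1 parental cells; CellTiter-Glo added, 10 min, luminescence read. Data corrected against DMSO-only plates and normalized before curve fitting.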
GLP-1R agonist – qHTS of GLP-1 Receptor Agonists | HEK293 GLP-1R CRE-luciferase, luminescence, 4-6 h; cells express a hypersensitive GLP-1R form | Potency, µM (titrated, usually from 45.6 µM), without a hit: at the top dose activation, actives largely listed as activators | 380,000 compounds, 0.007% hits; note: potency is the fitted concentration of half-maximal effect; % of control where 0% means no effect
Target sequence (P43220 whole entry, looked up): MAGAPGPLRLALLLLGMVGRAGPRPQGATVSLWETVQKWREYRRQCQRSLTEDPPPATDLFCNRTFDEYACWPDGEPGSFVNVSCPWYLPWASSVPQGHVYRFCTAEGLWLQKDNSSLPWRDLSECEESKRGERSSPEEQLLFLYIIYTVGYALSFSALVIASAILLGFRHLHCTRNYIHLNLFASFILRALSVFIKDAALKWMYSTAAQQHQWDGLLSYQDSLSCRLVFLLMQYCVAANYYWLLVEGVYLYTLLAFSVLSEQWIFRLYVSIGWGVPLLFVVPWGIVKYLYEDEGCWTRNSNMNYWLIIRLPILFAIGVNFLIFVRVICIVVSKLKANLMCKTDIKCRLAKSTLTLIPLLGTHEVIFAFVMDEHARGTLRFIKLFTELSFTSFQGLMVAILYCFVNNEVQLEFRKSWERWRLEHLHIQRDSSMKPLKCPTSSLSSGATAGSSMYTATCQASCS
HT1080NT lethal – qHTS for induction of synthetic lethality in tumor cells producing 2HG: qHTS for the HT-1080-NT fibrosarcoma cell line; 360,000 compounds, 1.6% hits; HT-1080-NT fibrosarcoma viability, CellTiter-Glo ATP luminescence, 48 h; Potency, µM (highest dose often 46.1 µM), without a hit: at the highest dose activity, negative = less viability, hits mostly cytotoxic;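 note: NT is the 2HG producing partner of a matched IDH1 knockdown line; potency is the fitted concentration of half-maximal effect; 0% = DMSO-treated cells and -100% = media-only wells without cells; nearly all actives have a fitted effect of over 55% in size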
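Luminescent CellTiter-Glo readout after 48 hours of compound exposure at 37 degrees C defined viability of HT-1080-NT cells. Activity was normalized to DMSO wells and cell-free media wells; concentration-response curves were fitted and assigned curve classes.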
HT1080 IDH1KD tx – qHTS for induction of synthetic lethality in tumor cells producing 2HG: qHTS for the HT-1080-IDH1KD cell line; 360,000 compounds, 2% hits; Potency, µM (doses to about 46.1 µM), inactives show top-dose activity, negative = toxicity, actives largely listed as cytotoxic; HT-1080 IDH1 knockdown viability, ATP luminescence, 48 h;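 note: potency is the fitted concentration of half-maximal effect; 0% = DMSO wells and -100% = cell-free medium wells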
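Knockdown cells (IDH1KD HT-1080) received compounds 2 h after plating at 750 cells/well and were kept 48 h at 37 °C in 5% FBS RPMI. A CellTiter-Glo luminescence read gave % activity for curve fitting.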
KB-V1 MDR tox – qHTS assay for MDR1-selective chemotherapeutics: Primary screen using the drug-selected MDR subline cells KB-V1; KB-V1 MDR cells viability, CellTiter-Glo, 72 h; Potency, µM (titrated, usually from 46.1 µM), inactives show top-dose activity change, negative = cytotoxicity, usual class: cytotoxic; 400,000 compounds, 3.4% hits; AID 1347076, 2019; note: potency is the fitted concentration of half-maximal effect; % is set by controls: 0 for no effect and ±100 for the full control effect; nearly all actives have a fitted effect of over 60% in size
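Readout: CellTiter-Glo luminescence, 10 min after addition. Cells: KB-V1 MDR subline, 72 h at 37 degrees C with compound. Analysis: corrected, normalized data fitted to concentration-effect curves.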
D3 ag – qHTS of D3 Dopamine Receptor Agonist: qHTS. D(3) dopamine receptor (Homo sapiens), P35462. max activation, %. D3R DiscoveRx beta-arrestin cells, luminescence, 90 min. 410,000 compounds, 0.58% hits; in the data active = max activation above about 30%; note: 0% is about no effect; mostly tested at two doses, the higher about 12 µM
Target sequence (P35462 whole entry, looked up): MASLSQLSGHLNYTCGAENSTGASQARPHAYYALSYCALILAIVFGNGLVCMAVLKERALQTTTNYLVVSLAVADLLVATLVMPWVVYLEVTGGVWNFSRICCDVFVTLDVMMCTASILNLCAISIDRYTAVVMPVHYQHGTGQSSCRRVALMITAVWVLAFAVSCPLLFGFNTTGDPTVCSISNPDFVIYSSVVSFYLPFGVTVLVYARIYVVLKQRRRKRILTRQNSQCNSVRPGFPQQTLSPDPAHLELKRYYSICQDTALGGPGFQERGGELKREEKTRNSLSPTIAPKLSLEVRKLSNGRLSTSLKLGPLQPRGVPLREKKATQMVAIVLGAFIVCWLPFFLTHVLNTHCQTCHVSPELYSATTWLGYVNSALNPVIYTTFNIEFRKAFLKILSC
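Cells at 1500/well, incubated overnight, then treated with pinned compounds (dopamine as control) for 90 min at 37 degrees C. DiscoveRx reagent added for 30 - 60 minutes at room temperature; luminescence read.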
* marks the source's active call; other numbers are inactive results; & = joins results of further samples. Unless noted, calls come from the whole dose curve; as a rule, active = well fitted curve in the direction sought with a large enough effect; inconclusive = small, poorly fitted or top-dose-only effect, or another doubt; inactive = no such curve, though single readings can be large; an effect the other way counts as inactive or inconclusive.

`CCN(Cc1cccc(S(=O)(=O)O)c1)c1ccc(C(=C2C=CC(=[N+](CC)Cc3cccc(S(=O)(=O)O)c3)C=C2)c2ccccc2S(=O)(=O)[O-])cc1` gave KB-3-1 tox -16% and KB-V1 MDR tox 0%.
`Cc1ccnc(NC(=S)N2CCN(c3ccc(C#N)cc3)CC2)c1` gave KB-3-1 tox 0% and KB-V1 MDR tox -12%.
Screening Cn1nc(-c2ccncc2)nc2c(=O)n(C)c(=O)nc1-2 returned KB-3-1 tox 1.8µM* and KB-V1 MDR tox inconclusive.
`CC(C)CCNC(=O)Cn1c(SCc2cccc(F)c2)nc2ccncc21` gave KB-3-1 tox 0% and KB-V1 MDR tox 28%.
For C=C1C=C(C(F)F)n2ncc(C(=O)NCc3ccc(F)cc3)c2N1 the results were KB-3-1 tox 27% and KB-V1 MDR tox 0%.
`CC1Cc2ccccc2C[N+]1(C)CC(=O)c1cccc([N+](=O)[O-])c1` (stereo not given) gave KB-3-1 tox 9% and KB-V1 MDR tox -3%.
Screening COc1cc(OC)cc(C(=O)N(Cc2ccco2)Cc2cccs2)c1 returned KB-3-1 tox 12% and KB-V1 MDR tox -3%.
`CCCCNC(=O)[C@@H]1CC=C[C@@H]2CCN(Cc3ccc(OC)c(OC)c3)C(=O)[C@@H]21` gave KB-3-1 tox 17% and KB-V1 MDR tox inconclusive.
Screening CC(=O)N1CCN(C(=S)Nc2cc(C)ccn2)CC1 returned KB-3-1 tox inconclusive and KB-V1 MDR tox inconclusive.
For SCc1nc2ccc(Cl)cc2[nH]1 the results were KB-3-1 tox inconclusive and KB-V1 MDR tox -8%.
For COc1cc2c(NC3CCN(C)CC3)nc(N3CCCN(C)CC3)nc2cc1OCCCCCN the results were KB-3-1 tox -6% and KB-V1 MDR tox -13%.
Screening COC(=O)[C@@H]1CCCN1S(=O)(=O)Cc1ccccc1 returned KB-3-1 tox 10% and KB-V1 MDR tox 6%.
Screening Cc1ccc(NC(=O)c2cc3c([nH]c2=O)CC(C)(C)CC3=O)cc1 returned KB-3-1 tox -15% and KB-V1 MDR tox -5%.
Screening O=C(COc1ccccc1C(=O)Nc1cccnc1)Nc1ccc(Br)cc1 returned KB-3-1 tox 11% and KB-V1 MDR tox 0%.
`Cn1cc2ccc(-c3ccc4ncnc(NCc5cccs5)c4c3)cc2n1` gave KB-3-1 tox -12% and KB-V1 MDR tox -16%.
C[C@@H](Nc1nc(Cl)nc2nc[nH]c12)c1ccccc1 was read as KB-3-1 tox -10% and KB-V1 MDR tox 0%.
`CN(C(=N)N)c1ccc(/C=C2\C=Cc3ccccc32)cc1` gave KB-3-1 tox -3% and KB-V1 MDR tox inconclusive.
`Nc1[nH]c(=S)[nH]c(=O)c1N` gave KB-3-1 tox 6% and KB-V1 MDR tox 7%.
`CC(Nc1nc(Cl)nc2nc[nH]c12)c1ccccc1` (stereo not given) gave KB-3-1 tox -9% and KB-V1 MDR tox -13%.
`O=C(C[N+]12CN3CN(CN(C3)C1)C2)c1ccc(I)cc1` gave KB-3-1 tox 0% and KB-V1 MDR tox -11%.
Screening OCC(O)C[n+]1cccc(Br)c1 (stereo not given) returned KB-3-1 tox inconclusive and KB-V1 MDR tox 17%.
`O=C1CCCC2=C1C1(CCOCC1)N=C(Nc1nc3ccccc3o1)N2` gave KB-3-1 tox 16% and KB-V1 MDR tox 0%.
Screening COc1cc2c(NC3CCN(C(C)C)CC3)nc(N3CCCN(C)CC3)nc2cc1OCCOCCN1CCCC1 returned KB-3-1 tox 12µM* and KB-V1 MDR tox 27%.
`CC1(C)CCC2=C(O1)c1ccccc1C(=O)C2=O` gave KB-3-1 tox inconclusive and KB-V1 MDR tox inconclusive.
O=C(Cc1ccc[nH]c1=O)c1ccc(F)cc1 was read as KB-3-1 tox 10% and KB-V1 MDR tox 7%.
Cc1ccc(Nc2nc(NCc3ccco3)nc3nccnc23)cc1C was read as KB-3-1 tox 0% and KB-V1 MDR tox 0%.
CC[N+]1(CC(=O)c2ccc(OC)cc2)CCCCC1 was read as KB-3-1 tox 7% and KB-V1 MDR tox 5%.
CCc1ccc2oc(-c3ccc(C)c(NC(=O)COc4ccccc4Cl)c3)nc2c1 was read as KB-3-1 tox 17% and KB-V1 MDR tox 15%.
`C=CCn1c(SCC#N)nc2ccc(Cl)cc2c1=O` gave KB-3-1 tox 0% and KB-V1 MDR tox 0%.
CC(=O)c1nnn(-c2nc(C#N)nc(N3CCOCC3)n2)c1C was read as KB-3-1 tox 0% and KB-V1 MDR tox -12%.
Brc1cccc[n+]1Cc1cccc(C[n+]2ccccc2Br)c1 was read as KB-3-1 tox -5% and KB-V1 MDR tox 1%.
`CN(C)c1ccc(/C=N\Nc2ccc([N+](=O)[O-])cc2[N+](=O)[O-])cc1Br` gave KB-3-1 tox inconclusive and KB-V1 MDR tox inconclusive.
Screening Cc1ccc(SC2=NS(=O)(=O)c3ccccc32)c(C)c1 returned KB-3-1 tox 0% and KB-V1 MDR tox 4%.
`CN(C)c1ccc(/C=C\C=C/c2ccnc3ccccc23)cc1` gave KB-3-1 tox 0.92µM* and KB-V1 MDR tox -4%.
CCN(CC)c1ccc(/C=C/c2ccc3ccccc3n2)cc1 was read as KB-3-1 tox 2.3µM* and KB-V1 MDR tox inconclusive.
CCCCCCCCCCCCCCCC[n+]1ccc(C)c2ccccc21 was read as KB-3-1 tox 3.7µM* and KB-V1 MDR tox 13µM*.
Nc1nc(NCCc2ccccc2)c2[nH]cnc2n1 was read as KB-3-1 tox -10%&0% and KB-V1 MDR tox 0%&8%.
Screening Cc1cc(/C=C/c2ccnc3ccccc23)ccc1N returned KB-3-1 tox inconclusive and KB-V1 MDR tox 23µM*.
Screening COc1ccc2ncnc(NCc3cccs3)c2c1-c1ccc2c(c1)OCO2 returned KB-3-1 tox inconclusive and KB-V1 MDR tox -12%.
COc1cccc(NC(=O)c2ccccc2OCC(=O)Nc2ccc(Br)cc2)c1 was read as KB-3-1 tox 0% and KB-V1 MDR tox 7%.
Screening Nc1ccc(S(=O)(=O)N2CCOCC2)cc1 returned KB-3-1 tox inconclusive and KB-V1 MDR tox 37%.
For COc1cc(-c2ccc3ncnc(NCC4CCCO4)c3c2)cc(OC)c1OC (stereo not given) the results were KB-3-1 tox -30% and KB-V1 MDR tox 0%.
CN(C)c1ccc(/C=C2\C=Cc3ccccc32)cc1Cl was read as KB-3-1 tox -21% and KB-V1 MDR tox inconclusive.
`Cc1ccnc(NC(=S)N2CCN(c3ccc(Br)cc3)CC2)c1` gave KB-3-1 tox -9% and KB-V1 MDR tox 20%.
`Cc1cc(C)c2oc(-c3cccc(NC(=O)COc4ccc(Cl)cc4C)c3C)nc2c1` gave KB-3-1 tox inconclusive and KB-V1 MDR tox 29%.
For Nc1nc(=S)[nH]c2n[nH]nc12 the results were KB-3-1 tox 0% and KB-V1 MDR tox -17%.
`COCCCN1C(=O)C(CC(=O)NC2CCCCC2)CC(C(=O)N2CCCCCC2)=C1C` (stereo not given) gave HT1080NT lethal -15%, HT1080 IDH1KD tx -6% and KB-V1 MDR tox 0%.
O=[N+]([O-])c1ccc2[nH]ccc2c1 was read as HT1080NT lethal -17%, HT1080 IDH1KD tx -18% and KB-V1 MDR tox -2%.
`O=C1NC[C@H](CC2CCCCC2)N(CCc2cc(C(F)(F)F)cc(C(F)(F)F)c2)C1=O` gave HT1080NT lethal inconclusive, HT1080 IDH1KD tx inconclusive and KB-V1 MDR tox inconclusive.
Screening C[N+](=O)C1C(=O)Nc2ccccc21 (stereo not given) returned HT1080NT lethal 4%, HT1080 IDH1KD tx 0% and KB-V1 MDR tox -2%.
Screening CCC(C)[C@H]1CNC(=O)C(=O)N1CCc1cccc2ccccc12 (stereo not given in full) returned HT1080NT lethal 0%, HT1080 IDH1KD tx -13% and KB-V1 MDR tox 0%.
Screening CC1=C(C(=O)N2CCCCCC2)CC(CC(=O)NCCN2CCOCC2)C(=O)N1CCCN1CCCC1=O (stereo not given) returned HT1080NT lethal 2%, HT1080 IDH1KD tx 2% and KB-V1 MDR tox inconclusive.
O=C1CCCC2=C1C1(CCCC1)N=C(Nc1nc3cc(-c4ccccc4)ccc3o1)N2 was read as KB-3-1 tox inconclusive, GLP-1R agonist 16% and KB-V1 MDR tox inconclusive.
Screening Cc1ccc2oc(NC3=NC4(CCCC4)C4=C(CCCC4=O)N3)nc2c1 returned KB-3-1 tox 0%&0%, GLP-1R agonist -2% and KB-V1 MDR tox 13%&13%.
For Cc1ccsc1CN(C)c1ncnc2ccc(-c3ccoc3)cc12 the results were KB-3-1 tox 0%, GLP-1R agonist 0% and KB-V1 MDR tox -12%.
`O=C1CC(c2ccccc2)CC2=C1C1(CCCC1)N=C(Nc1nc3ccccc3o1)N2` (stereo not given) gave KB-3-1 tox 0%&0%, GLP-1R agonist 1% and KB-V1 MDR tox 0%&10%.
`CC(=O)c1ccc(N2CCN(S(=O)(=O)c3ccc4c(c3)C(Cl)(Cl)C(=O)N4)CC2)cc1` gave KB-3-1 tox 23%, GLP-1R agonist -8% and KB-V1 MDR tox -2%.
For S=C(NCCCc1cnc[nH]1)NCCCN(Cc1ccc(Cl)cc1)c1ccc(Br)cn1 the results were KB-3-1 tox -1%, GLP-1R agonist -3% and KB-V1 MDR tox -4%.
`S=C(NCCCc1cnc[nH]1)NCCCN(Cc1ccc(Cl)c(Cl)c1)c1ccc(Br)cn1` gave KB-3-1 tox 13µM*, GLP-1R agonist -8% and KB-V1 MDR tox inconclusive.
For Oc1cccc2cc(Nc3ccccc3)cnc12 the results were KB-3-1 tox inconclusive, GLP-1R agonist -1% and KB-V1 MDR tox 2%.
`CCCOc1ccc(C(=O)Nc2cc3c(cc2N2CCOCC2)n(C)c(=O)n3C)cc1` gave KB-3-1 tox 5%, KB-V1 MDR tox inconclusive and D3 ag -7.
Screening Cc1ccc(-n2ncc(C(=O)NCCCN3CCN(C)CC3)c2C2CCN(C(=O)OC(C)(C)C)CC2)cc1 returned KB-3-1 tox 1%, KB-V1 MDR tox 0% and D3 ag 2.
Screening Cc1cc(-c2ccc(C)c(S(=O)(=O)Nc3ccccn3)c2)on1 returned KB-3-1 tox 16%, KB-V1 MDR tox -4% and D3 ag -7.
`CCOc1ccc(NC(=O)Cn2c(=O)oc3cc(S(=O)(=O)N4CCC(C)CC4)ccc32)cc1` gave KB-3-1 tox -25%, KB-V1 MDR tox 0% and D3 ag -3.
For CC(C)CC(=O)n1nc(-c2ccco2)nc1NCc1ccc(Cl)cc1 the results were KB-3-1 tox 3%, KB-V1 MDR tox -2% and D3 ag 2.

An excerpt from above in order of length of the SMILES, highest first:
`CN(C)c1ccc(/C=N\Nc2ccc([N+](=O)[O-])cc2[N+](=O)[O-])cc1Br` gave KB-3-1 tox inconclusive and KB-V1 MDR tox inconclusive.
For COc1cc2c(NC3CCN(C)CC3)nc(N3CCCN(C)CC3)nc2cc1OCCCCCN the results were KB-3-1 tox -6% and KB-V1 MDR tox -13%.
CC(=O)c1nnn(-c2nc(C#N)nc(N3CCOCC3)n2)c1C was read as KB-3-1 tox 0% and KB-V1 MDR tox -12%.
CCN(CC)c1ccc(/C=C/c2ccc3ccccc3n2)cc1 was read as KB-3-1 tox 2.3µM* and KB-V1 MDR tox inconclusive.

Not all compounds are listed (hit frequency here may not be typical).
